# High-throughput results: PubChem BioAssay, National Center for Advancing Translational Sciences (NCATS)
# IDH1 R132H inh = human IDH1 R132H inhibition | 390,000 compounds, 0.093% hits | O75874 | Potency, µM (series often up to 76.6 µM), for the others: at the highest dose activity change, negative = inhibition, actives largely listed as inhibitors | AID 602179 | IDH1-R132H enzyme, NADPH consumption, diaphorase/resazurin fluorescence; note: potency is the fitted concentration of half-maximal effect; % is set by controls: 0 for no effect and ±100 for the full control effect; nearly all actives have a fitted effect of over 65% in size
#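 IDH1-R132H (0.5 ug/mL dispensed) in pH 7.5 Tris buffer was preincubated 30 min with compound, then given a substrate mix of 0.016 mM NADPH and 2 mM alpha-KG for 80 min at room temperature; remaining NADPH was read by diaphorase/resazurin fluorescence.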
# HP1b binding inh = inhibitors of HP1-beta chromodomain binding to methylated histone tails. P83916. AID 540317. Potency, µM (highest dose often 114 µM), inactives show at the top dose activity change, negative = inhibition, hits mostly inhibitors. AlphaScreen HP1-beta / biotin-H3K9me3 peptide binding. 390,000 compounds, 0.56% hits; note: potency is the fitted concentration of half-maximal effect; nearly all actives have a fitted effect of over 70% in size; inactives centre near 23
# Target sequence (P83916 whole entry, looked up): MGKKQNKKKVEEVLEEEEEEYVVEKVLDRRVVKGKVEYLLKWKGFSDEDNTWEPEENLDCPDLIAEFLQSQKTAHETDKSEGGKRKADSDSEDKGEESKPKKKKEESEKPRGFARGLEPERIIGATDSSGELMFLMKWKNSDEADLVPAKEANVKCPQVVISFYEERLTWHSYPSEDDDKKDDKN
#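 AlphaScreen: HP1-beta (50 nM) preformed 30 min with biotin-H3(1-18)K9me3 peptide (50 nM) in PBS pH 7.4, 0.01% Tween-20. Compound added for 30 min at RT, then streptavidin donor/nickel chelate acceptor beads (10 ug/mL) for 30 min.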
# PGK inhibitor = blocks T. brucei phosphoglycerate kinase; Potency, µM (doses to about 57.5 µM), for the others: top-dose activity change, negative = inhibition, actives largely listed as inhibitors; P07378; 380,000 compounds, 0.043% hits; PGK/GAPDH coupled, Kinase-Glo luminescence, 60 min; AID 602233; note: potency is the fitted concentration of half-maximal effect; % is set by controls: 0 for no effect and ±100 for the full control effect; nearly all actives have a fitted effect of over 60% in size
#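 Luminescent ATP detection (Kinase-Glo Plus) follows a 60-minute room-temperature incubation, with wells lacking PGK as controls. Buffer: 100 mM TEA (pH 7.6), 5 mM MgCl2, 0.01% Tween-20. Coupling enzyme GAPDH (100 nM final) supplies unstable 1,3-BPG in-well.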
# TrxR1 substrate = is turned over as a substrate by rat TrxR1; purified TrxR1 substrate turnover, NADPH consumption readout; Potency, µM (doses to about 114 µM), inactives show at the top dose activity change, negative = substrate turnover; 390,000 compounds, 0.01% hits; note: potency is the fitted concentration of half-maximal effect; % is set by controls: 0 for no effect and ±100 for the full control effect; nearly all actives have a fitted effect of over 50% in size
#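 Rat TrxR1, dispensed at 90 nM, was prereduced with 400 uM NADPH (final) for 5 min at ~22 deg C, then incubated with compound 15 min before 400 uM selenite. A first-read NADPH fluorescence drop versus no-compound background flagged substrates.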
# GLS inh = glutaminase GLS (human) inhibition | O94925 | GLS enzymatic activity, qHTS titration | Potency, µM (series often up to 45.5 µM), without a hit: at the top dose activity change, negative = inhibition, actives largely listed as inhibitors | 410,000 compounds, 0.21% hits | AID 624170; note: potency is the fitted concentration of half-maximal effect; % is set by controls: 0 for no effect and ±100 for the full control effect
# Target sequence (O94925 whole entry, looked up): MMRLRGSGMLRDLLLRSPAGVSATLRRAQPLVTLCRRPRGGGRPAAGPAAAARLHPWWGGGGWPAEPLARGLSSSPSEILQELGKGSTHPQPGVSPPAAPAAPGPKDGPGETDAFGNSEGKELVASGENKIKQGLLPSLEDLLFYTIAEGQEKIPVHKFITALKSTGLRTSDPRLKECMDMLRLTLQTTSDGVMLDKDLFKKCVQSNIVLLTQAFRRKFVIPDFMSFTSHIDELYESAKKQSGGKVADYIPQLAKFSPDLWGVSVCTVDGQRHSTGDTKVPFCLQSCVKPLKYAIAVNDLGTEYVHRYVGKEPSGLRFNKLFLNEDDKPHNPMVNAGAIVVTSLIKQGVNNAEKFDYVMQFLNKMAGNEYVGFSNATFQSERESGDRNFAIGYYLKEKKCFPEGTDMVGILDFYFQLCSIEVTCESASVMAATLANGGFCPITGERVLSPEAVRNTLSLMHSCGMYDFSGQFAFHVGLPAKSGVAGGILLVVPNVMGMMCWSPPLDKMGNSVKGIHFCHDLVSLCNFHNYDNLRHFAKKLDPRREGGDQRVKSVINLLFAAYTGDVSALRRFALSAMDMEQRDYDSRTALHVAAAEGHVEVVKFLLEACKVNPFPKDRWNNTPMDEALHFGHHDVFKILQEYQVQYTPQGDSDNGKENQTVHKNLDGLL
#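 hKGA in 45 mM KH2PO4 (pH 8.2), 0.02% Tween-20 with compound, then 1mM L-Glutamine (stock as added) plus glutamate oxidase/HRP/Amplex red coupling mix. Fluorescence read initially and after 30 min at RT; signal change reflects glutamate formation.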
# PI4K2A block = inhibitors of human PI4K2A; 420,000 compounds, 0.13% hits; Q9BTU6; purified PI4K2A, ADP-Glo luminescence, 1 h; active compounds read low; activity change, negative = inhibition, % at 76.9 µM; AID 1346378; in the data active = activity change below about -50%; inconclusive = mostly about -30% to -49%;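 note: -100% = wells without enzyme as full effect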
#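 PI4K2A activity was measured by ADP-Glo luminescence: enzyme (4 ug/mL stock) and phosphatidylinositol (1.2 mM stock) in Tris pH 7.5/MgCl2/EGTA/Triton X-100 buffer were reacted with ATP (300 microM stock) for one hour at ambient temperature.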
# rTrxR1 inhibitor = rat TrxR1 inhibition; O89049; recombinant rTrxR1, NADPH fluorescence consumption, selenite substrate; Potency, µM (highest dose often 114 µM), without a hit: at the top dose activity change, negative = inhibition, most hits filed as inhibitors; 390,000 compounds, 1% hits; AID 588453; note: potency is the fitted concentration of half-maximal effect; % is set by controls: 0 for no effect and ±100 for the full control effect; nearly all actives have a fitted effect of over 65% in size
#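 Rat TrxR1 (90 nM in the dispensed reagent) was pre-reduced with 400 uM NADPH for 5 min at room temperature, then incubated with compound for 15 min. After 400 uM selenite was added, NADPH fluorescence (Ex 340/Em 450 nm) was followed for 8 min.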
# Pin1 inhibitor = inhibitors of human Pin1; Q13526; Pin1 FP peptide displacement, HiFluor488, 10 min; Potency, µM (series often up to 115 µM), without a hit: at the top dose activity, negative = inhibition, actives largely listed as inhibitors; 390,000 compounds, 0.009% hits; AID 504891; active = well fitted inhibition curve with a large enough effect in the polarisation, with a control signal flat, not every such curve was filed as active; inconclusive = small, poorly fitted or top-dose-only effect, or effect the other way, or a change in a side signal; inactive = no such curve, though single readings can be large or run the other way; the % refers to the polarisation; note: potency is the fitted concentration of half-maximal effect; % is set by controls: 0 for no effect and ±100 for the full control effect
# Target sequence (Q13526 whole entry, looked up): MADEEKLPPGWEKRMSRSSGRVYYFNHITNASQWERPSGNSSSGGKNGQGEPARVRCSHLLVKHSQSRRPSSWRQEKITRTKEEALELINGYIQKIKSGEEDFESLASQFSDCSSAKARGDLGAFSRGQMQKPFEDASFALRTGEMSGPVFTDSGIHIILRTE
# USP1 inh = USP1/UAF1 (human) deubiquitinase inhibition | O94782 | recombinant USP1/UAF1, Ub-Rhodamine cleavage fluorescence | Potency, µM (titrated, usually from 57.1 µM), for the others: at the highest dose activity change, negative = inhibition, hits mostly inhibitors | 390,000 compounds, 0.23% hits | AID 743255; note: potency is the fitted concentration of half-maximal effect; % is set by controls: 0 for no effect and ±100 for the full control effect; nearly all actives have a fitted effect of over 60% in size; inactives centre near -12
#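 In this screen, compounds sit with the deubiquitinase complex (1nM) for 15 min at room temperature before Ub-Rho is added at 150nM final. Fluorescence rise is then followed for 6 reads every 60 seconds.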
# Numbers without * were called inactive; i = inactive; ? = inconclusive; . = not tested or not shown; & = joins results of further samples; [ ] = remark or other dose. Unless noted, calls come from the whole dose curve; as a rule, active = well fitted curve in the direction sought with a large enough effect; inconclusive = small, poorly fitted or top-dose-only effect, or another doubt; inactive = no such curve, though single readings can be large; an effect the other way counts as inactive or inconclusive.
IDH1 R132H inh	HP1b binding inh	PGK inhibitor	TrxR1 substrate	GLS inh	Molecule	PI4K2A block	rTrxR1 inhibitor	Pin1 inhibitor	USP1 inh
-8%	7%	0%	3%	2%	OCCC1CN(Cc2ccc(-c3ccco3)cc2)CCN1Cc1ccsc1 (centres undefined)	-1	1%	-2%	-21%
5%	-22%	-3%	-3%	-2%	CCOC(=O)c1c(C)[nH]c(C(=O)N2CCN(c3ccc(OC)cc3)CC2)c1C	-4	24%[57.1 µM]	1%	-18%
10%	46%[activator]	i	-8%	-8%	CC(C)(C)c1ccc(NC(=O)c2c(F)cccc2Cl)cc1	-4	32%	-5%	-23%
6%	-7%	3%	-8%	19%	O=C(/C=C/c1cccc([N+](=O)[O-])c1)NCCSCc1ccccc1Cl	0	-10%	-9%	-15%
4%	27%	-7%	-4%	-6%	CC(=O)Nc1ccc(S(=O)(=O)N(C)CC(=O)OCC(=O)N(CC(C)C)C2CCS(=O)(=O)C2)cc1 (centres undefined)	2	-8%	-1%	-16%
-12%	26%	2%	4%[57.1 µM]	3%	CN1CCN(C2=Nc3ccccc3Oc3ccc(Cl)cc32)CC1	3&0&2	10%[57.1 µM]	5%	-9%
-2%	-19%	i	-4%	-3%	CCn1cc(C(=O)O)c(=O)c2cc(F)c(N3CCN(C(=S)NC(=O)c4ccccc4Cl)CC3)cc21	8	-8%	29%	-14%
3%	24%	-3%	8%	-1%	CCCCCN(C(=O)NC(=O)NCCCC)S(C)(=O)=O	-2	8%	-5%	-4%
18%	24%	-3%	-5%	6%	Cc1ccc(C(=O)Nc2ccsc2C(=O)O)cc1	-5	12%[2.29 µM]	-1%	-21%
9%	26%	3%	0%[57.1 µM]	27%	CN(C)c1c(N)c(=O)oc2ccccc12	-4	7%[57.1 µM]	-4%	1%
-1%	19%	-9%	5%	10%	Cc1ccc(C)c(C(=O)CC2(O)C(=O)N(C)c3ccccc32)c1 (centres undefined)	-2	12%[57.1 µM]	0%	11%
1%	48%[activator]	i	9%[57.1 µM]	6%	O=C(CCl)N(c1ccccc1)c1ccccc1	27	?	5%	-5%
0%	11%[57 µM]	-5%	3%	0%	O=C(O)CCCCCNC(=O)c1ccc(C(=O)NCCCCCC(=O)O)cc1	-4	17%	-3%	-22%
-8%	-11%	-2%	-6%[57.1 µM]	-6%	COc1ccc(C2N(c3ccc(Cl)cc3)N=C(C(C)=O)N(C)N2C(C)=O)cc1 (centres undefined)	3	8%[57.1 µM]	17%	-9%
-7%	56%[activator]	i	-4%[57.1 µM]	0%	CCCNC(=O)c1c(Cl)cnn1-c1ccc(C)cc1	-1	3%[57.1 µM]	1%	-14%
-16%	.	7%	.	-3%	COc1ccc(S(=O)(=O)Nc2ccc3c(c2)C(=O)N([C@H](C)CO)C[C@H](C)[C@@H](CN(C)C(=O)Nc2ccc(C(F)(F)F)cc2)OCCCC[C@H](C)O3)cc1	-2	.	.	-20%
0%	40%[activator]	-12%	-2%	10%	Cc1ccc(NC(=O)Cc2nnc(SCC(=O)NC3CCCC3)n2C)cc1C	5	-1%	-8%	-20%
0%	17%	i	2%[57.1 µM]	-11%	CC(C)CC1NC(C(=O)O)Cc2c1[nH]c1ccccc21 (centres undefined)	-2	12%[57.1 µM]	-23%	-16%
2%	17%	12%	-8%[57.1 µM]	22%	COc1cc(-c2ccno2)ccc1S(=O)(=O)N1CCN(c2ccccc2F)CC1	1	3%[57.1 µM]	5%	-33%
-1%	17%	10%	10%[57.1 µM]	2%	Cc1cc(-c2ccccc2C(=O)NCc2ccccc2)on1	6	5%[57.1 µM]	0%	-8%
6%	33%	5%	275%[activator]	0%	CC(=O)Oc1ccc(-c2cc3c(OC(C)=O)cc(OC(C)=O)cc3oc2=O)cc1	-23	101%[activator]	15%	17%
7%	-19%	-7%	-4%	2%	CCOc1ccc(-n2c(N)c(C(=O)NCc3cccnc3)sc2=S)cc1	13	-6%	-7%	-20%
-7%	26%	-1%	1%	-9%	COc1cccc(OC)c1CNC(=O)C1CCC(=O)N(CC2CCCCC2)C1 (centres undefined)	-1	22%	-5%	-9%
8%	52%[activator]	-2%	6%	6%	OCCC1CN(Cc2nc3ccc(F)cc3[nH]2)CCN1C1CCCC1 (centres undefined)	0	11%	-5%	-19%
12%	28µM*	-9%	2%	27%	CCc1ccc(NC(=O)N(CCN2CCOCC2)Cc2ccc3c(c2)CCCN3CC)cc1	0	-5%	?	?
3%	-2%	i	6%	2%	O=C(c1ccc2c(c1)OCO2)N1CCN(CCN2C(=O)c3cccc4cccc(c34)C2=O)CC1	-1	16%	-11%	-19%
-2%	13%	i	-13%	3%	CCCCOc1ccc(C2C(C(=O)c3ccc(C)o3)=C(O)C(=O)N2CC2CCCO2)cc1 (centres undefined)	-3	-13%	-7%	-16%
2%	38%[activator]	4%	-2%	-4%	CC(C)Oc1ccccc1/C=N/n1nnnc1N	0	-6%	0%	-22%
-7%	27%	-3%	3%[11.4 µM]	-10%	O=C(Cn1nnc2ccccc2c1=O)Nc1cccc(S(=O)(=O)N2CCOCC2)c1	4	16%[11.4 µM]	3%	-21%
3%	28%	-10%	-12%	0%	C/C(N)=C(/C#N)C(=O)CSc1cc(Cl)ccc1Cl	1	-22%	14%	-5%
6%	26%	5%	1%[57.1 µM]	1%	O=C(Cc1cccc2ccccc12)Nc1nnc(-c2cccc([N+](=O)[O-])c2)s1	-2	11%[57.1 µM]	-3%	-7%
13%	10%	-4%	-3%[57.1 µM]	-9%	O=C(O)c1cc([N+](=O)[O-])ccc1NCc1ccccc1	13	-9%[57.1 µM]	1%	3%
3%	5%	1%	-1%	13%	CC(=O)c1ccc(S(=O)(=O)NCC(=O)N2CCN(C/C=C/c3ccccc3)CC2)cc1	-7	?	16%	2%
3%	-31%	5%	3%	15%	CC1CCC(NCC(=O)Nc2cccc(S(N)(=O)=O)c2)CC1 (centres undefined)	7	18%	82%[activator]	-9%
-2%	40%[activator]	-7%	-10%	0%	O=C(CCC(=O)Nc1ccccc1Cl)N/N=C1\CCCc2ccccc21	-12	-4%	10%	-6%
2%	11%	-4%	-6%[57.1 µM]	3%	Cc1ccc(NC(=O)CCCN2C(=S)NC(C)(C)CC2C)cc1 (centres undefined)	5	-29%[57.1 µM]	0%	-10%
8%	209%[activator]	-7%	-3%	-5%	CC(=O)c1cc(C#N)c(SCCC(C)C)nc1C	3	21%	?	-11%
7%	5%	-10%	9%[57.1 µM]	11%	CCCOc1ccccc1C1CC(=O)NC(C)=C1C(=O)OCC(C)C (centres undefined)	7	16%[57.1 µM]	-1%	-8%
.	26%	-5%	7%[57.1 µM]	-2%	COc1ccccc1Nc1nc(NCCCCO)nc(N2CCCC2)n1	0	19%[57.1 µM]	?	.
-1%	29%	-3%	5%[57.1 µM]	-12%	CN(Cc1ccccn1)C(=O)C1CCC(=O)N(CCc2ccc(Cl)cc2)C1 (centres undefined)	8	24%[57.1 µM]	-3%	-9%
7%	-17%	-10%	0%	10%	COc1ccc(Cn2c(C(=O)O)c(CNCc3ccc(C)o3)c3ccc(C)cc32)cc1	1	3%	-2%	-29%
-2%	-7%	-3%	-23%	?	O=S(=O)(Nc1ccc(S(=O)(=O)Nc2cccc3ccccc23)cc1)c1ccccc1	0	-5%	0%	-7%
24%	48%[activator]	-5%	3%	17%	O=Cc1ccc2ccc3cccnc3c2n1	-10	3%	0%	?
2%	38%	-9%	-7%	11%	NC(=S)NN=C1CCCC(C(F)(F)F)C1 (centres undefined)	1	-24%	-5%	-20%
1%	57%[activator]	-4%	2%	-4%	O=C(Nc1ccc(SC(F)F)cc1)c1ccc2c(=O)n3c(nc2c1)CCC3	-1	20%	9%	-21%
-16%	20µM*	4%	-9%	?	CCOc1cc(/C=N/Nc2nc(-c3cccs3)c(NC(C)=O)s2)ccc1O	-3	-13%	17%	-14%
-5%	22%	0%	1%	9%	CCc1ccc(NC(=O)Cn2ncc3c(C)n(Cc4cccc(Cl)c4)c(C)c3c2=O)cc1	0	24%	5%	?
-5%	20%	5%	-6%[57.1 µM]	1%	Cc1ccc2c(cnn2C(=O)CCCC(=O)NCc2ccc(Cl)cc2)c1	-4	-12%[57.1 µM]	5%	-1%
-3%	10%[57 µM]	3%	-4%[2.29 µM]	3%	CCNC1CCC(Nc2ccnc3cc(Cl)ccc23)CC1 (centres undefined)	-6	-5%[2.29 µM]	-3%	-6%
1%	32%	-10%	6%[57.1 µM]	13%	O=C(Nc1cccc(C(=O)O)c1)/C(=C\c1ccccc1)NC(=O)c1ccccc1	-2	19%[57.1 µM]	-6%	?
-13%	48%[activator]	i	4%	5%	CC1CCN(C(=O)Cn2cc(SCc3ccccc3)c3ccccc32)CC1	-1	19%	8%	9%
-15%	30%	-1%	8%	10%	Cc1ccc(Sc2ccc(N3CCCC(C(=O)Nc4ccc(Cl)cc4)C3)nn2)cc1 (centres undefined)	-6	28%	15%	-12%
-5%	27%	-9%	-2%	-3%	CCc1ccccc1NC(=O)C1CCCN(S(=O)(=O)c2ccc3c(c2)CC(C)N3C(C)=O)C1 (centres undefined)	-7	18%	-2%	-1%

# A portion of the library; the hit share may differ from the screen's.
